ERAP1 HTS inh = human ERAP1 aminopeptidase inhibitors, primary screen, biochemical, single point, plate reader; recombinant ERAP1, Leu-AMC fluorescence, 60 min; inhibition, % at 10.7 µM; hit rate 0.15% among 340,000; AID 652197, 2013;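 active = mean replicate inhibition of at least 30%, or all replicates individually reaching that 30% level; inactive = mean below 30% and not every replicate reaching it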;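 also: 0% = neutral control wells and 100% = L-leucinethiol positive control wells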
Target sequence (Q9NZ08 whole entry, looked up): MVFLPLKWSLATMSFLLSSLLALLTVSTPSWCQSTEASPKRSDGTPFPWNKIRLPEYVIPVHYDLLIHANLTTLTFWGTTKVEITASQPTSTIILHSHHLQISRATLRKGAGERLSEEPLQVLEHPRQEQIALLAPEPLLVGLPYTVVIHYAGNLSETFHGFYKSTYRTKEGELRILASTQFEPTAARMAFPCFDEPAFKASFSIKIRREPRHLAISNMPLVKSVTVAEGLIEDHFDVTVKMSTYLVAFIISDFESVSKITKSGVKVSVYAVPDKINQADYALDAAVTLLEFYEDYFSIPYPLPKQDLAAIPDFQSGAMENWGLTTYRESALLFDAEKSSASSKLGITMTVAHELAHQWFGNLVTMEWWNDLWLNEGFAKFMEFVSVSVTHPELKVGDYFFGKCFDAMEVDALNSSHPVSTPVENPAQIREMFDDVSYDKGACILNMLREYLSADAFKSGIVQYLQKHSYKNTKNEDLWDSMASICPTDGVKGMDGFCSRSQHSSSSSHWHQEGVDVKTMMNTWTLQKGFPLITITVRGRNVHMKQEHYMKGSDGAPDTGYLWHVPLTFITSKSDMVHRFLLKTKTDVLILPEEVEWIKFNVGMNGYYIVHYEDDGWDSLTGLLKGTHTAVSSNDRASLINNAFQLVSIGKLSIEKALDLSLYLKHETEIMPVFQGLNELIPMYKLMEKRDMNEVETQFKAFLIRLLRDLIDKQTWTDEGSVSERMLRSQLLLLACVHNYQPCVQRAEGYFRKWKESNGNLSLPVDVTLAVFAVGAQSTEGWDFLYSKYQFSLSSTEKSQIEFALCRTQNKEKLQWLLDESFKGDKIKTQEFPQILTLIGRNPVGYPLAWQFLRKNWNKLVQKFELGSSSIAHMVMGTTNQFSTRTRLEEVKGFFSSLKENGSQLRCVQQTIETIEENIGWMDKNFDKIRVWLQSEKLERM
LGR2 antag = inhibitors of bursicon-induced LGR2 CRE-luciferase signal, primary screen, cell-based, HEK293, CRE-luciferase reporter, bursicon stimulation | inhibition, % at 9.99 µM | Drosophila bursicon receptor LGR2 (rickets) | bursicon-stimulated, 4 h | hit rate 0.35% among 380,000 | AID 720647, 2013;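 active = drop in luminescence signal, shown as inhibition above about 50% in the replicate tests, limit read from the data, passing the limit was not always enough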;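 also: agonist challenge used bursicon conditioned medium at about half maximal strength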
PAX8 inh HTS = inhibitors of PAX8-driven TPO luciferase reporter, primary screen, RMG-I cells, single concentration; SteadyGlo, 24 h; inhibition, % at 12.6 µM; hit rate 1.2% among 360,000; AID 652154, 2013;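 active = mean replicate inhibition at least 60% with every replicate also reaching 60%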;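 also: luciferase light reporting Pax8 driven TPO promoter activity; plate controls were median of neutral control wells for no effect and mitoxantrone controls for full effect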
S100A4 MyoIIA = inhibitors of S100A4-myosin IIA peptide binding, primary screen, biochemical, fluorescence polarization, TAMRA-MyoIIA peptide; Protein S100-A4 (Homo sapiens), P26447; inhibition, % at 10.7 µM; hit rate 0.14% among 360,000; AID 652163, 2013;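 active = mean inhibition of at least 70% across replicates, with every replicate also reaching that level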
Target sequence (P26447 whole entry, looked up): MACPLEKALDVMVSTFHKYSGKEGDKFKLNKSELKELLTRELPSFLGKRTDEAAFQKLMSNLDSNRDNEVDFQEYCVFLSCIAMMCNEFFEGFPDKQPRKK
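Test system – S100A4 monomer (human) · Compound – single-point compound testing · Schedule – 5 min incubation before reading · Probe or stimulus – TAMRA-labelled myosin IIA heavy-chain peptide probe, 5 nM · Benchmarks – neutral control DMSO, positive control TFP · Medium – Calcium-containing HEPES buffer, pH 7.2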
PglD inh = C. jejuni PglD acetyltransferase inhibitors, primary screen, biochemical, DTNB colorimetric, single point. UDP-N-acetylbacillosamine N-acetyltransferase PglD (Campylobacter jejuni). AID 602405, 2012. hit rate 0.098% among 360,000. inhibition, % at 12.5 µM. purified PglD enzyme, DTNB colorimetric CoA detection; in the data active = inhibition above about 16%, passing the limit was not always enough; also: strong numbers were not always called active
EWS-Fli inh = EWS/Fli-driven NR0B1 reporter inhibitors, primary screen, A673 cells, NR0B1 luciferase, luminescence, MLPCN library | viability-normalised | inhibition, % at 12.6 µM | hit rate 0.67% among 350,000;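 active = mean inhibition of at least 50% after viability correction, with every replicate also passing that limit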;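 also: firefly luciferase signal divided by Alamar Blue viability fluorescence both relative to DMSO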
FN deposition inh = inhibitors of fibronectin matrix deposition, primary screen, AH1F cells, Alexa488-fibronectin fluorescence, plate reader; inhibition, % at 12.6 µM; AH1F fibroblasts, overnight; hit rate 0.086% among 350,000; AID 743247, 2014;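 active = mean inhibition across replicates of 30% or more, regardless of how many single replicates reach that level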;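 also: positive control wells lacked labelled fibronectin entirely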
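test system = AH1F fibroblasts assembling fluorescent fibronectin matrix | quantity = 10000 AH1F cells per well | buffer or medium = DMEM plus 2% serum, read in PBS | doses = single dose, pinned | incubation = 1 h cell attachment, overnight exposure to compound and label | detection = fluorescence at 485 nm excitation, 525 nm emission | read-out basis = inhibition from reduced deposited-fibronectin fluorescence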
PGC1a acetyl inh = inhibitors of PGC1a acetylation signal, primary screen, cell-based, U2OS, AlphaScreen, inhibitor mode; AlphaScreen anti-acetyl-lysine; with virally co-expressed GCN5 acetyltransferase; inhibition, % at 15.6 µM; hit rate 0.17% among 350,000; AID 651687, 2012;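 active = every replicate shows inhibition of at least 40%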;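 also: 0% = neutral control wells and 100% = positive control wells; some results beyond the cut were filed as inactive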
* marks the source's active call; other numbers are inactive results; · = no result given.

SMILES	ERAP1 HTS inh	LGR2 antag	PAX8 inh HTS	S100A4 MyoIIA	PglD inh	EWS-Fli inh	FN deposition inh	PGC1a acetyl inh
C[C@H](CO)N1C[C@H](C)[C@@H](CN(C)S(=O)(=O)c2cn(C)cn2)Oc2ccc(NC(=O)Nc3ccc(C(F)(F)F)cc3)cc2CC1=O	2	12	4	-27	-2	45	3	0
O=c1oc2cc(O)ccc2s1	2	·	-8	-2	0	60*	-4	2
CCCCN(C=O)c1c(CC)nc2ccc(C(=O)N3CCN(S(=O)(=O)CC)CC3)cn12	1	20	-8	-4	0	-21	-6	0
COc1cccc2c1cc1c(=O)n(CC(=O)N3CCCC3)nc(C)n12	0	3	-12	-3	2	-11	3	·
COc1ccc(CN=Cc2c(C(=O)O)[nH]c3ccccc23)cc1	-5	8	4	0	·	10	-12	4
C[C@@H]1CCCCO[C@@H](CN(C)Cc2ccccc2)[C@H](C)CN([C@H](C)CO)C(=O)c2cc(NS(C)(=O)=O)ccc2O1	-2	4	8	3	10	-70	·	-4
CCCC/C=C/C(NC(=O)c1ccc(C(=O)OC)cc1)c1ccccc1 (centres undefined)	-4	·	-7	-4	2	-22	4	·
COc1ccc(NC(=O)CSc2nnc(C3CC3)n2C)cc1	2	13	-5	3	·	-10	4	-7
C[C@H]1CN([C@@H](C)CO)C(=O)c2cc(NS(=O)(=O)c3cccs3)ccc2O[C@H]1CN(C)Cc1ccc(-c2ccccc2)cc1	-5	5	-5	-5	1	4	4	5
CCNC(=O)C[C@@H]1CC[C@H]2[C@@H](COC[C@H](O)CN2C(=O)c2ccccn2)O1	·	-8	-1	·	1	3	2	-3
CN(C)C(=O)c1nc2ccc(Cl)cn2c1CN1CCN(c2ncccn2)CC1	-5	16	18	1	2	-11	-5	10
CCOC(=O)C1=CC[C@@H](c2ccccc2)N(S(=O)(=O)c2ccc(C)cc2)[C@H]1c1cccc(OC)c1	-9	-9	22	-2	1	8	-1	-55
C[C@@H]1CN([C@H](C)CO)C(=O)c2cc(NS(=O)(=O)c3cn(C)cn3)ccc2O[C@@H](C)CCCCO[C@@H]1CN(C)C(=O)CCCN(C)C	-1	8	-4	9	-5	3	·	-2
Cc1cc2c(cc1S(=O)(=O)N(C)Cc1ccccc1)n(C)c(=O)c(=O)n2C	-2	14	33	6	2	6	-3	·
Cc1ccccc1C(=O)N[C@H](C(=O)N1CCC[C@H]1C(=O)NCCc1ccccc1Cl)C1CCCCC1	1	-4	-12	-3	·	3	-2	·
CCn1c(CNC(=O)c2ccccc2Br)nnc1SCC(=O)Nc1nncs1	1	-12	-9	-3	4	-12	3	8
CCSc1nnc(NC(=O)CSc2nncc(=O)n2N)s1	-6	9	1	-4	-2	-10	·	1
CCOC(=O)Cn1ccc(NC(=O)c2ccc(F)cc2)n1	1	-7	8	10	-1	2	6	-3
Cc1ccc(NC(=O)O/N=C/c2c(C)nn(C(C)(C)C)c2C)cc1Cl	2	99*	58	-9	-1	76*	-8	·
C[C@H]1CN([C@@H](C)CO)C(=O)Cc2cc(NS(C)(=O)=O)ccc2O[C@H]1CN(C)CC1CCCCC1	·	4	5	·	·	-1	6	·

2 compounds from above, reduced to PGC1a acetyl inh, LGR2 antag and FN deposition inh.
Structure	PGC1a acetyl inh	LGR2 antag	FN deposition inh
CCCCN(C=O)c1c(CC)nc2ccc(C(=O)N3CCN(S(=O)(=O)CC)CC3)cn12	0	20	-6
C[C@H]1CN([C@@H](C)CO)C(=O)c2cc(NS(=O)(=O)c3cccs3)ccc2O[C@H]1CN(C)Cc1ccc(-c2ccccc2)cc1	5	5	4

(list continues)
SMILES	ERAP1 HTS inh	LGR2 antag	PAX8 inh HTS	S100A4 MyoIIA	PglD inh	EWS-Fli inh	FN deposition inh	PGC1a acetyl inh
O=C(c1ccc(Cl)c(S(=O)(=O)N2CCOCC2)c1)N(Cc1ccco1)Cc1cccs1	1	12	20	2	-5	-2	14	-7
CCCn1cc(SCC(N)=O)c2ccccc21	2	1	-7	0	4	1	7	·
O=C(COC(=O)CNC(=O)c1ccc(-c2ccccc2)cc1)NCc1ccco1	3	0	2	0	1	-3	-4	7
Cc1cccc2c(=O)cc(C)n(CC(N)=O)c12	1	-2	-3	-9	·	-3	-5	-6
CCOc1ccc(/C=N/NC(=O)c2nnn(-c3nonc3N)c2CN2CCC(C)CC2)cc1	-2	-17	-15	18	-2	-3	2	·
CN1C(C(=O)Nc2ccccn2)=C(O)c2ccccc2S1(=O)=O	1	-4	2	-4	-3	1	-19	3
C1CCc2c(c(N3CCOCC3)nc3sc4c(N5CCOCC5)nnnc4c23)C1	0	·	-19	5	·	7	-5	·
CCOc1ccc(C(=O)Nc2ccccc2N2CCCC2)cc1	·	·	-9	·	1	·	7	-9
CCOc1cc(C2C3=C(CCCC3=O)OC3=C2C(=O)CCC3)cc([N+](=O)[O-])c1O	3	8	4	-4	·	-5	-2	3
O=C(O)c1ccc(Cn2cnc3c(=S)nc[nH]c32)cc1	4	-5	11	0	0	8	-6	1
Cc1ccc(Cl)cc1NC1=NC(=S)N(C(C)C)C12CCCCC2	·	·	14	·	3	·	-2	7
CC(C)(CO)CNC(=O)CCc1nnc(-c2ccc(-c3ccccc3)cc2)o1	0	-14	-52	-15	7	26	-8	·
CCc1ccccc1NC(=O)CN1C(=O)c2ccccc2S1(=O)=O	0	2	4	-2	6	4	0	·
COc1cc2[nH]c(C(=O)N3CCN(C)CC3)cc2c(OC)c1OC	1	-2	22	-10	-2	-8	7	-3
CC(C)CC#Cc1ccc2c(c1)O[C@H](CN(C)S(=O)(=O)c1ccc(F)cc1)[C@@H](C)CN([C@@H](C)CO)S2(=O)=O	-1	26	101*	-4	-2	19	-3	5
N#C[C@H]1[C@@H](c2ccc(C#CC3CCCCC3)cc2)[C@H](CO)N1C(=O)c1cccc(F)c1	1	-4	1	12	7	4	-20	-20
CN(C)c1ccc2c(c1)[C@@H]1C[C@@H](CC(=O)NCc3ccccc3)O[C@H](CO)[C@@H]1O2	1	2	6	-45	1	-4	-4	-4
CNC(=S)NNC(=O)c1cc(-c2cccnc2)nc2ccccc12	-5	-20	-22	1	4	·	·	·
O=C(C[C@H]1CC[C@@H](NC(=O)Nc2ccc(F)cc2)[C@H](CO)O1)NCc1ccccn1	-5	8	0	-11	2	2	16	-2
COc1ccc(Br)cc1CN1CCC(N2CCCC2)CC1	2	5	7	-2	4	3	4	·
Cc1cc(OCC(=O)NCCN2CCOCC2)cc(C)c1Cl	-7	-13	-3	-15	4	-8	10	0
COc1ccc(OC)c(C=NN=Cc2cc(OC)ccc2OC)c1	0	-13	-13	-6	-3	2	9	-23
O=C(NC1CCS(=O)(=O)C1)C1CCCCN1S(=O)(=O)c1ccc(Cl)cc1 (centres undefined)	-2	11	·	-1	1	-2	·	·
Cc1nn(Cc2ccccc2Cl)c(Cl)c1/C=C/C(=O)OCC(=O)NC1CCS(=O)(=O)C1 (centres undefined)	9	·	14	-7	-3	2	2	-1
CC(C)(C)NC(=O)C1(C)CCC(=O)N1C1CC1 (centres undefined)	-3	9	2	-4	1	-14	-2	-12
CN(C)C(=O)C[C@H]1CC[C@@H]2[C@H](COc3ccc(NC(=O)C4CC4)cc3C(=O)N2C)O1	-3	3	-18	-5	0	-2	-9	4
CC(NC(=O)c1cc(COc2cccc(C(F)(F)F)c2)on1)c1nccs1 (centres undefined)	-6	-37	·	-6	-4	-96	3	-1
CN(C)C(=O)c1cccc(-c2ccc3c(c2)[C@H]2[C@H](CCN2C(=O)C2CCCC2)[C@H](CO)N3)c1	-6	-1	·	-2	·	-9	-7	·
Cc1cccc(OCc2nnc(SCc3nc4cc(C(F)(F)F)ccc4c(=O)[nH]3)o2)c1	·	·	23	·	1	·	0	-7
Cc1ccc(Nc2nc(-c3ccc(S(=O)(=O)N4CCOCC4)cc3)cs2)cc1Cl	·	-5	12	·	-5	·	-2	-10
CCOC(=O)C1(Cc2ccccc2)CCN(Cc2cccc(OC)c2O)CC1	0	11	8	-3	-6	0	·	-84
Cc1noc(C)c1S(=O)(=O)Nc1ccc2c(c1)C(=O)N([C@@H](C)CO)C[C@H](C)[C@H](CN(C)S(=O)(=O)c1cn(C)cn1)O2	0	5	-5	-2	3	-5	-1	6
O=C(O)c1ccc(/C=C2\SC(=S)N(NC(=O)c3ccccc3[N+](=O)[O-])C2=O)cc1	9	3	3	-16	-2	8	-4	2
Cc1cccc(S(=O)(=O)N2CC[C@@H]3[C@@H](CO)N(C)c4ccc(Br)cc4[C@@H]32)c1	0	17	3	6	3	2	7	-28
CCOC(=O)C1ON2CCCCC2C1(O)C(F)(F)F (centres undefined)	-3	-15	15	26	·	-10	0	-11
CNc1c(NC(=O)COc2ccc(Cl)cc2)c(=O)oc2ccccc12	-4	-19	35	-9	3	·	4	-20
CC(C)CC#Cc1ccc2c(c1)O[C@H](CN(C)C(=O)CC1CC1)[C@H](C)CN([C@@H](C)CO)S2(=O)=O	1	-2	54	11	-3	11	-10	-1
COCCNCCCCSc1ccc(Cl)cc1	-2	9	-13	-5	·	0	1	·

Structural class, the compounds so far with a Cl atom.
SMILES	ERAP1 HTS inh	LGR2 antag	PAX8 inh HTS	S100A4 MyoIIA	PglD inh	EWS-Fli inh	FN deposition inh	PGC1a acetyl inh
CN(C)C(=O)c1nc2ccc(Cl)cn2c1CN1CCN(c2ncccn2)CC1	-5	16	18	1	2	-11	-5	10
Cc1ccccc1C(=O)N[C@H](C(=O)N1CCC[C@H]1C(=O)NCCc1ccccc1Cl)C1CCCCC1	1	-4	-12	-3	·	3	-2	·
Cc1ccc(NC(=O)O/N=C/c2c(C)nn(C(C)(C)C)c2C)cc1Cl	2	99*	58	-9	-1	76*	-8	·
O=C(c1ccc(Cl)c(S(=O)(=O)N2CCOCC2)c1)N(Cc1ccco1)Cc1cccs1	1	12	20	2	-5	-2	14	-7
Cc1ccc(Cl)cc1NC1=NC(=S)N(C(C)C)C12CCCCC2	·	·	14	·	3	·	-2	7
Cc1cc(OCC(=O)NCCN2CCOCC2)cc(C)c1Cl	-7	-13	-3	-15	4	-8	10	0
O=C(NC1CCS(=O)(=O)C1)C1CCCCN1S(=O)(=O)c1ccc(Cl)cc1 (centres undefined)	-2	11	·	-1	1	-2	·	·
Cc1nn(Cc2ccccc2Cl)c(Cl)c1/C=C/C(=O)OCC(=O)NC1CCS(=O)(=O)C1 (centres undefined)	9	·	14	-7	-3	2	2	-1
Cc1ccc(Nc2nc(-c3ccc(S(=O)(=O)N4CCOCC4)cc3)cs2)cc1Cl	·	-5	12	·	-5	·	-2	-10
CNc1c(NC(=O)COc2ccc(Cl)cc2)c(=O)oc2ccccc12	-4	-19	35	-9	3	·	4	-20
COCCNCCCCSc1ccc(Cl)cc1	-2	9	-13	-5	·	0	1	·

Screening results deposited in PubChem BioAssay by Broad Institute.
